High-throughput results (PubChem)
M17LAP inhibition: P. falciparum M17LAP inhibitors, primary screen, biochemical, fluorogenic H-Leu-NHMec substrate, 1536-well (AID 1619); recombinant M17LAP, H-Leu-NHMec fluorogenic kinetic assay; higher % means a stronger effect; inhibition, % at 30 µM; hits with a dose series show IC50 in µM; hit rate 0.38% among 220,000;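 active means compound inhibiting the enzyme by more than half at any dose during confirmatory dose-response retesting; inconclusive means strong single-dose inhibitors picked by rank but not retested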;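 further: plate controls were full reaction with DMSO carrier for no effect and no enzyme background for full effect; strong numbers were not always called active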
UTI89 phage lysis: inhibition of K1F phage lysis, E. coli UTI89, bacterial capsule biogenesis inhibitors, alamar blue (AID 488966) | E. coli UTI89 K1F phage lysis, alamar blue, 2 h; higher % means a stronger effect | inhibition, % at 100 µM, or IC50 in µM where a hit was titrated | hit rate 0.02% among 340,000;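 active means phage lysis inhibition, versus mean bacterial control, above a set limit; inconclusive means no clear call, values can overlap the other calls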;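 further: capsule biogenesis inhibitors block K1F phage lysis so surviving cells raise fluorescence; higher fluorescence means more inhibition of phage lysis; actives were called in the ten point dose series up to 300 µM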
M1AAP inhibition: P. falciparum M1AAP inhibitors, biochemical, fluorogenic H-Leu-NHMec substrate, 1536-well (AID 1445) | hit rate 0.42% among 220,000 | inhibition, % at 30 µM; hits with a dose series show IC50 in µM | recombinant M1AAP, H-Leu-NHMec fluorogenic kinetic assay; higher % means a stronger effect;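 active means primary inhibition above the hit cutoff, then over 50% inhibition at one or more dose response concentrations, cut at about 23% in these data, passing the limit was not always enough; inconclusive means conflicting primary data, or primary hits not chosen for dose response; inactive means low primary inhibition, or under 50% at every dose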;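 further: plate controls were DMSO full reaction for no effect and no enzyme background for full effect; strong numbers were not always called active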
T cell HTS: T cell immune modulation candidate. 2C CD8+ T cell-vesicle binding, flow cytometry; stronger effect = lower value. calls only at 7 µM. AID 2052. hit rate 0.068% among 330,000;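 active means response, share of CD8 T cells binding vesicles, and their 90th percentile fluorescence all below set limits, cut at about 80% in these data, passing the limit was not always enough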
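Material: murine 2C transgenic CD8+ T lymphocytes / Also added: QL9-peptide-loaded Drosophila micro-vesicles bearing Ld, ICAM-1 and B7-1 / Schedule: binding step 1.5 h, 37 °C, antibody labelling 20 min, ice / Signal: flow cytometry, PE anti-B7-1 (FL2) versus Alexa647 anti-CD8 (FL8), PFA-fixed / Evaluation: percent CD8+ FL2 mean versus row control / Benchmarks: naked versus QL9-loaded vesicles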
human PMI inhibitors: MPI inhibition at elevated mannose 6-phosphate – biochemical, fluorescence intensity, high mannose 6-phosphate, primary screen (AID 1220) | recombinant PMI enzyme, coupled fluorescence intensity; higher % means a stronger effect | inhibition, % at 20 µM; hits with a dose series show IC50 in µM | hit rate 0.66% among 190,000
human PMI inhibition: inhibitors of human PMI, primary screen, biochemical, fluorescence intensity, coupled assay (AID 1209); purified PMI enzyme, coupled fluorescence intensity; higher % means a stronger effect; inhibition, % at 20 µM, or IC50 in µM where a hit was titrated; hit rate 0.42% among 190,000;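 further: plate controls were DMSO vehicle for no effect and wells lacking substrate for full effect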
TNAP activators: human TNAP enzyme activators, primary screen, biochemical, luminescent, no phosphate acceptor, uHTS (AID 1001); purified TNAP, luminescent activation assay, no phosphate acceptor; higher activation fold means a stronger effect; activation fold at 20 µM; hits with a dose series show EC50 in µM; hit rate 0.03% among 200,000; in the data active means activation fold from about 3, or a potency from the dose series; inactive means the rest, 99 in 100 with activation fold below about 1.6; further: many of its hits are not listed in these tables
RSV antiviral HEp-2: inhibition of RSV-induced cytopathic effect – HEp-2 cells, primary 10 µM value included (AID 2391). HEp-2 cells, RSV-induced CPE inhibition; higher % means a stronger effect. CPE inhibition, % at 10 µM, or IC50 in µM where a hit was titrated. hit rate 0.13% among 310,000; in the data active means a potency from the dose series; inconclusive means CPE inhibition mostly from about 23% at the one dose, without a potency; inactive means the rest, 99 in 100 with CPE inhibition below about 21%; further: strong numbers were not always called active
West Nile virus CPE: inhibition of WNV-induced cytopathic effect – cell-based, CPE readout (AID 1621) | CPE inhibition, % at 10 µM; hits with a dose series show IC50 in µM | West Nile virus-infected cells, CPE inhibition; higher % means a stronger effect | hit rate 0.02% among 290,000; in the data active means a potency from the dose series; inconclusive means CPE inhibition mostly from about 3.7% at the one dose, without a potency; inactive means the rest, 99 in 100 with CPE inhibition below about 2.2%; further: strong numbers were not always called active
T cell HTS vesicle-bound %: second read-out of T cell HTS, no call of its own (marks repeat the call); double positive events, %; measured here: CD8+ vesicle-bound cell fraction;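 binding gate set so that unloaded-vesicle control wells show 10% double positive cells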
* = called active by the depositor; i = inactive; ? = inconclusive; / = not tested or not shown; [ ] = remark or other dose. Unless noted, no stated cut-off is given here; in the data, active means inhibition above about 50%; inactive means the rest. An unsorted share of the library, and some 1.5% of all compounds hit somewhere here.

Order of values – UTI89 phage lysis	human PMI inhibitors	M1AAP inhibition	M17LAP inhibition	West Nile virus CPE	human PMI inhibition	T cell HTS	RSV antiviral HEp-2	T cell HTS vesicle-bound %	TNAP activators
1	Cc1ccccc1C(=O)O/N=C(\N)c1ccc([N+](=O)[O-])cc1
 : -1.2%	/	/	/	-0.6%	/	i	2.3%	69	/
2	O=C(O)CCCNS(=O)(=O)c1ccccc1
 : 9.6%	-19%	5%	-5%	0.4%	-18%	i	0.8%	28	1
3	COc1cc2c3c(c1)/C(=C1/SC(=S)NC1=O)C(=O)N3C(C)(C)C=C2C
 : 2.4%	7%	5%	-1%	-0.3%	5%	i	17%	37	0.8
4	CCOC(=O)N1CCN(Cc2nc3cc(NC(=O)CC)ccc3n2CC)CC1
 : 0.4%	/	/	/	-1.1%	/	i	1.4%	47	/
5	O=C(COC(=O)CSc1ccc2ccccc2c1)NCc1ccc2c(c1)OCO2
 : 1.5%	3%	7%	-5%	-0.5%	5%	i	1.6%	27	1
6	Cc1cc(Cl)ccc1NC(=O)CN1CCN(C(=O)c2ccco2)CC1
 : 0.3%	/	/	/	-0.5%	/	i	1.4%	18	/
7	CC(C)c1c(C(=O)N/N=C/c2cccc(OCc3ccccc3)c2)nnn1-c1nonc1N
 : 1.7%	/	/	/	0.2%	/	i	?	9	/
8	CCc1ccccc1NC(=O)c1cc(S(=O)(=O)N2CCc3ccccc32)cn1C
 : -0.8%	/	/	/	-1.0%	/	i	1.6%	33	/
9	CCCCOc1ccc(NC(=O)Cn2c(=O)ccc3c(C)cc(C)nc32)cc1
 : 2.9%	-1%	10%	10%	-0.5%	-5%	i	1.6%	37	1.1
10	CCc1ccc(Nc2n[n+](C)c(-c3ccncc3)s2)cc1
 : -1.9%	/	/	/	0.3%	/	i	-0.9%	19	/
11	CC(Oc1cc2oc(=O)c3c(c2cc1Cl)CCC3)C(=O)N1C[C@H]2C[C@@H](C1)c1cccc(=O)n1C2 (stereo partly drawn)
 : 5.3%	/	/	/	-0.2%	/	i	-0.5%	26	/
12	CCOc1ccc(OCCC(=O)OC(C)C(=O)Nc2ccc(C(C)=O)cc2)cc1 (stereo not drawn)
 : 1.5%[50 µM]	/	/	/	-0.5%	/	i	1.5%	16	/
13	CC1=C(C(=O)c2ccccc2)C(c2ccc(N3CCOCC3)cc2)NC(=O)N1 (stereo not drawn)
 : -0.1%	-8%	13%	14%	0.1%	-22%	i	1.1%	35	1
14	CC(C)(C)C(=O)O/N=C(\N)c1ccc([N+](=O)[O-])s1
 : 3.5%	/	3%	12%	0.3%	/	i	2.6%	29	/
15	Nc1ncnc(Sc2ncccn2)c1[N+](=O)[O-]
 : 0.9%	8%	4%	4%	-1.7%	4%	/	/	/	1.1

Five structures from above, arranged by length of the SMILES, ascending.
Order of values – UTI89 phage lysis	human PMI inhibitors	M1AAP inhibition	M17LAP inhibition	West Nile virus CPE	human PMI inhibition	T cell HTS	RSV antiviral HEp-2	T cell HTS vesicle-bound %	TNAP activators
15	Nc1ncnc(Sc2ncccn2)c1[N+](=O)[O-]
 : 0.9%	8%	4%	4%	-1.7%	4%	/	/	/	1.1
6	Cc1cc(Cl)ccc1NC(=O)CN1CCN(C(=O)c2ccco2)CC1
 : 0.3%	/	/	/	-0.5%	/	i	1.4%	18	/
9	CCCCOc1ccc(NC(=O)Cn2c(=O)ccc3c(C)cc(C)nc32)cc1
 : 2.9%	-1%	10%	10%	-0.5%	-5%	i	1.6%	37	1.1
13	CC1=C(C(=O)c2ccccc2)C(c2ccc(N3CCOCC3)cc2)NC(=O)N1 (stereo not drawn)
 : -0.1%	-8%	13%	14%	0.1%	-22%	i	1.1%	35	1
7	CC(C)c1c(C(=O)N/N=C/c2cccc(OCc3ccccc3)c2)nnn1-c1nonc1N
 : 1.7%	/	/	/	0.2%	/	i	?	9	/

The listing picks up, repeating the three entries before the break.
Order of values – UTI89 phage lysis	human PMI inhibitors	M1AAP inhibition	M17LAP inhibition	West Nile virus CPE	human PMI inhibition	T cell HTS	RSV antiviral HEp-2	T cell HTS vesicle-bound %	TNAP activators
13	CC1=C(C(=O)c2ccccc2)C(c2ccc(N3CCOCC3)cc2)NC(=O)N1 (stereo not drawn)
 : -0.1%	-8%	13%	14%	0.1%	-22%	i	1.1%	35	1
14	CC(C)(C)C(=O)O/N=C(\N)c1ccc([N+](=O)[O-])s1
 : 3.5%	/	3%	12%	0.3%	/	i	2.6%	29	/
15	Nc1ncnc(Sc2ncccn2)c1[N+](=O)[O-]
 : 0.9%	8%	4%	4%	-1.7%	4%	/	/	/	1.1
16	O=C(Nc1nnc(COc2ccc(Cl)cc2)s1)c1cccs1
 : 7.1%	4%	1%	6%	0.1%	30%	i	-0.1%	55	1.2
17	Cc1cc(C)cc(NS(=O)(=O)c2cc(C(=O)NCc3ccccn3)ccc2Cl)c1
 : 0.0%	7%	4%	2%	-1.4%	8%	i	0.0%	29	1.1
18	CCN(CC)CCOC(=O)c1ccc(NC(=O)CCCN2C(=O)/C(=C\c3cccs3)SC2=S)cc1
 : -0.8%[50 µM]	/	/	/	-0.4%	/	i	7.8%	18	/
19	NS(=O)(=O)c1cc(C(=O)OCC(=O)Nc2ccc(Cl)cc2[N+](=O)[O-])ccc1Cl
 : 0.2%	6%	6%	6%	-0.7%	10%	i	1.2%	49	0.8
20	CSc1cccc(NC(=O)Nc2ccc(Cl)cc2)c1
 : 0.2%	-6%	19%	3%	0.1%	-11%	i	?	34	1
21	Fc1ccc(NC(=S)NCc2ccccc2)cc1
 : 0.1%	/	/	/	-0.5%	/	i	2.6%	61	/
22	CC1C(=O)Nc2ccccc2N1C(=O)c1ccc(Cl)c(Cl)c1 (stereo not drawn)
 : -0.1%	/	/	/	-0.5%	/	i	0.6%	51	/
23	COC(=O)C1CC23C=CCN4CCC5(c6ccccc6NC15C2C)C43 (stereo not drawn)
 : 0.2%	/	/	/	?	/	i	3.6%	18	/
24	COc1ccc(CCNC(=O)COc2ncnc3ccccc23)cc1
 : 0.4%	-9%	1%	-2%	-0.3%	-10%	i	0.2%	27	1.2
25	Cc1cccc2cc(CN(Cc3ccco3)C(c3nnnn3CCc3ccccc3)C(C)C)c(=O)[nH]c12 (stereo not drawn)
 : 0.4%	4%	2%	14%	-0.1%	0%	i	6.0%	33	0.9
26	Cc1cc(C(=O)N/N=C/c2cn(C)nc2C)c2ccccc2n1
 : 0.3%	/	/	/	0.0%	/	i	0.4%	46	/
27	O=C(Cn1ncn2c(cc3ccccc32)c1=O)NCc1ccco1
 : 0.8%	-21%	4%	4%	-0.3%	-11%	i	-1.1%	40	1.1
28	Cc1cc(C)n(-c2nc3nonc3nc2Nc2cccc(C)c2C)n1
 : -1.0%	1%	9%	7%	/	2%	i	13%	32	1
29	Cc1nc2sccn2c(=O)c1CCN1CCC(=C(c2ccc(F)cc2)c2ccc(F)cc2)CC1
 : 2.5%	1%	10%	1%	-0.8%	2%	i	18%	43	1
30	N#CC(C#N)=C(Nc1ccc(F)cc1)SCc1cccc(Br)c1
 : i	10%	4%	-2%	3.2%	14%	i	-1.5%	48	1.1
31	CCC(=O)Nc1sc2c(c1C#N)CCC2
 : -0.1%	-3%	7%	38%	-0.1%	-15%	i	3.0%	60	1.1
32	CNC(=O)c1c(NC(=O)c2ccc(N3C(=O)CCC3=O)cc2)sc2c1CCC(C)C2 (stereo not drawn)
 : -0.3%	/	/	/	-0.1%	/	i	1.0%	40	/
33	O=C(CN1CCN(c2ccc(O)cc2)CC1)Nc1cc([N+](=O)[O-])ccc1Cl
 : 5.8%	28%	7%	-2%	0.4%	11%	i	2.1%	41	1
34	COc1ccc(OCc2cc(C(=O)NCCc3ccccc3)no2)c(Cl)c1
 : 2.4%	/	/	/	2.0%	/	i	-2.5%	3	/
35	c1coc(-c2nnc(NC3=NCCC3)o2)c1
 : -1.6%	7%	4%	9%	0.5%	8%	i	0.0%	36	1.1
36	COc1cc(/C=N/NC(=O)c2cncc(Br)c2)cc([N+](=O)[O-])c1O
 : 0.6%	/	11%	-1%	-0.8%	/	i	9.8%	4	/
37	CN=C(Nc1cc(C)nn1CCC#N)c1ccccc1F
 : 3.3%	11%	-2%	8%	0.4%	10%	/	1.2%	/	1.1
38	Cc1nc2scc(-c3cccs3)c2c(=O)n1-n1cccc1
 : 1.1%	11%	-6%	5%	-0.1%	15%	i	-0.1%	55	1.1
39	CCOC(=O)N1CCN(C(=O)CCS(=O)(=O)c2ccc3c(c2)CCN3C(=O)CC)CC1
 : 0.0%	/	/	/	-0.7%	/	i	6.9%	23	/
40	COc1ccccc1CNC(=O)C(CCSC)NC(=O)C1CCC(C)CC1 (stereo not drawn)
 : -0.5%	-4%	8%	-9%	-1.0%	-8%	i	-1.9%	42	1.2
41	COc1ccccc1-c1c(-c2ccc(O)cc2O)n[nH]c1C(F)(F)F
 : 0.4%	/	-1%	-5%	-0.7%	/	i	0.5%	31	/
42	O=C(Nc1ccc(O)cc1)C1CCCO1 (stereo not drawn)
 : -0.5%	7%	1%	-4%	0.1%	5%	i	1.6%	16	1.1
43	CC(C)C[C@@H](CN=[N+]=[N-])N1CCN(C)CCC1=O
 : -0.5%	/	/	/	-0.3%	/	i	1.4%	53	/
44	O=C(O)/C=C/C(=O)c1ccc2c(c1)NC(=O)CO2
 : 0.4%	0%	14%	9%	-0.1%	64%*	i	0.0%	47	1
45	O=C(Cc1ccccc1)N/N=C/c1cccs1
 : 0.8%	4%	8%	-8%	-0.1%	-2%	i	/	50	1
46	Cc1ccc(-c2ccc(SCC(=O)NC3CCCC3)nn2)cc1
 : 0.1%	/	/	/	-0.3%	/	i	4.9%	60	/
47	O=C(NC(=O)N1CCCCC1)c1ccccc1
 : 0.1%	-2%	2%	0%	0.3%	-4%	i	0.6%	29	1.1
48	CCCCN(C)c1nc(-c2ccco2)c2c(c1C#N)CC(C)(C)OC2
 : 0.1%	-5%	14%	11%	-0.5%	-23%	i	5.7%	0	0.9
